HTR1A agonist = 5-HT1a (human) receptor agonism; P08908; CHO 5-HT1a Ga15 NFAT-bla reporter, FRET ratio; 0% basal, 100% maximal reference agonist; activation, % at 10 µM; actives 0.56% (n = 65,000);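 active means activation above the screen-wide mean activation plus 3 SD, cut at about 19% in these data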;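 further: 0% = DMSO wells and 100% = 5-CT at EC100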
5HT1a antag = antagonists of human 5-HT1a serotonin receptor; P08908; CHO 5-HT1a Ga15 NFAT-bla reporter, antagonist mode; inhibition, % at 10 µM; actives 0.68% (n = 62,000); AID 612;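 active means inhibition above the mean of all tested compounds plus 3 SD, cut at about 43% in these data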;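 further: receptor stimulated by 5-CT agonist at 100 nM near EC80; beta-lactamase reporter measured by ratiometric fluorescence of a cleavable substrate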
HEK293 NFkB inh = lowers PMA/ionomycin-induced NF-kB signal in HEK293 cells. HEK-293 NF-kB luciferase reporter, luminescence. inhibition, % at 3 µM. actives 0.21% (n = 62,000);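 active means inhibition above the mean of all tested compounds plus 3 SD, cut at about 40% in these data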;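 further: 0% = stimulated DMSO wells and 100% = 10 µM reference inhibitor 5653914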
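Reagent: PMA plus ionomycin mix as NF-kB-activating stimulus. Assay system: NF-kB luciferase reporter HEK-293 cells. Technique: luminescence from luciferase substrate reagent. Incubation: 1 h compound pre-incubation, 16 h PMA/ionomycin at 37 °C. Benchmarks: DMSO only as uninhibited control, 10 µM reference inhibitor as full inhibition. Repeats: tested once.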
S1P1 ag pot = agonists and agonism potentiators of human S1P1 receptor; P21453; activation, % at 9.5 µM; actives 0.57% (n = 56,000); S1P1 CRE-bla cells, forskolin, beta-lactamase FRET, potentiator mode; S1P1 agonist co-added at EC20, 2 nM; 100% = saturating reference agonist, 0% = basal;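 active means activation above a cutoff set at the mean activation of all tested compounds plus 3 SD, cut at about 54% in these data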;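 further: forskolin at 4 µM as EC80 and the EC20 agonist is SEW2871; 100% = SEW2871 at its EC100 plus forskolin at EC80; some compounds past the cut are filed as inactive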
Target sequence (P21453 whole entry, looked up): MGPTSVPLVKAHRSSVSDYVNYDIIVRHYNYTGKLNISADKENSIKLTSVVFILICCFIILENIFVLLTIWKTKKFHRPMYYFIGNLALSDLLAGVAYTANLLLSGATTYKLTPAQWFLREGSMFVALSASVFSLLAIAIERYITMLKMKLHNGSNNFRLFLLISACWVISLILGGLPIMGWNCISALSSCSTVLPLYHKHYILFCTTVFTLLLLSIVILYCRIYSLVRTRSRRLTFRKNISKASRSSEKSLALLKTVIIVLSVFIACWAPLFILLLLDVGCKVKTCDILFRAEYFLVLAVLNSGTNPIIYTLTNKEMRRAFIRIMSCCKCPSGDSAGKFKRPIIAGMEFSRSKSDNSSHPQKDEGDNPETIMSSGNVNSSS
5HT1E ag = 5-HT1E (human) receptor agonism; CHO 5-HT1E Ga15 NFAT-bla reporter, FRET; 0% DMSO wells, 100% control agonist wells; activation, % at 6 µM; actives 0.69% (n = 65,000);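 active means activation above a set limit, the screen-wide mean activation plus 3 SD, cut at about 8.5% in these data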;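 further: 100% = positive control agonist at 1 µM giving full maximal response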
HTR1E antagonist = blocks the human 5-HT1E serotonin receptor; AID 571; CHO 5-HT1E Ga15 NFAT-bla reporter, FRET, antagonist; inhibition, % at 6 µM; actives 0.99% (n = 65,000);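 active means inhibition above a set limit, the mean inhibition across every tested compound plus 3 SD, cut at about 29% in these data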;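 further: signal is the 460 over 535 nm emission ratio of beta-lactamase substrate; 0% = agonist plus DMSO wells and 100% = wells without agonist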
S1P3 agonist = S1P3 (human) receptor agonism; Q99500; activation, % at 4.5 µM; S1P3 NFAT-BLA reporter cells, FRET ratio; relative to 1 µM S1P, basal subtracted; actives 0.1% (n = 60,000); AID 373;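 active means activation above the screen-wide mean plus 3 SD, cut at about 4.5% in these data, passing the limit was not always enough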; further: some compounds called inactive have numbers as strong as hits
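Benchmarks: high control 1 µM S1P / System: stable CHO line with human S1P3, Gα16, NFAT-BLA reporter / Dosing: single compound concentration, 4.5 µM final / Timing: 4 h compound at 37 °C, 2 h substrate at RT / Measured by: FRET β-lactamase substrate fluorescence, excitation 405 nm, 460/535 nm emission ratio, background-subtracted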
Jurkat tox 60K = cytotoxicity toward Jurkat cells; Jurkat E6.1 viability, ATP luminescence, 48 h; inhibition, % at 4 µM; actives 1.2% (n = 56,000); AID 463;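 active means inhibition above the mean inhibition of all tested compounds plus 3 SD, cut at about 28% in these data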
D1 mod = allosterically modulates the human D1 dopamine receptor | P21728 | HEK293 D1, CRE-luciferase, dopamine EC30 potentiation; actives deviate in either direction | B-score at 10 µM | actives 5.9% (n = 58,000) | AID 641;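 active means luminescence count or its row- and column-corrected plate score outside the 99.7% band of the plate's sample wells, on either side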
Target sequence (P21728 whole entry, looked up): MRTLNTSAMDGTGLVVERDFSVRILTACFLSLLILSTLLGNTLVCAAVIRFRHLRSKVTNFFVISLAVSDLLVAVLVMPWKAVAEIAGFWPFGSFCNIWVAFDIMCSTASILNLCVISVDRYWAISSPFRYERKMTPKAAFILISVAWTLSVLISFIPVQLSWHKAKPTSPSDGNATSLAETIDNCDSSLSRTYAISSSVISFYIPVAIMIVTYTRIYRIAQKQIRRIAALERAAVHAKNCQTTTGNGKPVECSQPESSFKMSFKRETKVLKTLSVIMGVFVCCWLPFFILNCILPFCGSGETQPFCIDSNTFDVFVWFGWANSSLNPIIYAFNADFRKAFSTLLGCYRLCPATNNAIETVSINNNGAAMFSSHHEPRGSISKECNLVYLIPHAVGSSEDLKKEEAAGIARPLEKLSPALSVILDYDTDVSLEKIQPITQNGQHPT
Active calls of the source: *; x = no result given.

cpd	molecule	HTR1A agonist	5HT1a antag	HEK293 NFkB inh	S1P1 ag pot	5HT1E ag	HTR1E antagonist	S1P3 agonist	Jurkat tox 60K	D1 mod
1	COC(=O)C1C2C=CC3(CN(C(C)C)C(=O)C13)O2 (stereo not drawn)	0.9	-6.7	0.0	-24.8	0.8	-15.2	0.0	-7.9	0.203
2	CCCCNc1nc2c(c(=O)n(C)c(=O)n2C)n1CCC	2.0	-7.3	1.0	-10.4	-0.5	16.0	-2.0	7.1	x
3	COc1ccc2c(c1)SC1=NCCS(=O)(=O)N12	-1.6	10.4	1.4	x	-0.9	-2.1	x	x	x
4	Cc1noc(C)c1C(=O)OCC(=O)NC(=O)NC12CC3CC(CC(C3)C1)C2	-2.0	-3.3	10.9	-22.9	-0.9	4.1	0.7	-0.8	-0.264
5	CSc1nc(O)c(Cc2ccccc2)c(=O)[nH]1	-1.1	x	x	-3.5	-1.2	12.9	-5.5	x	x
6	O=C(CCN1C(=O)C2C3C=CC(C3)C2C1=O)N1CC(=O)N(CCc2ccccc2)C(=O)C1 (stereo not drawn)	-1.7	-4.4	-3.8	-21.3	-0.6	-9.3	-1.4	4.4	0.779
7	CCNC(=O)Nn1c(C)nnc1C	0.7	x	x	-5.6	-0.8	2.5	-3.6	x	x
8	CNC(=O)CN(c1cccc2ccccc12)S(C)(=O)=O	-1.0	6.2	-1.2	x	-1.6	16.2	-1.0	3.7	0.0408
9	CCOC(=O)C(C)Oc1ccc2c(C)cc(=O)oc2c1C(C)=O (stereo not drawn)	-0.8	x	x	-1.5	-0.2	0.2	-2.5	x	x
10	CCOc1ccccc1N1CCN(Cc2ccc(Br)s2)CC1	-1.1	21.9	17.8	-25.7	1.2	-0.2	-0.3	0.1	0.397
11	Cn1c(NC(=O)CC(C)(C)C)cc(=O)n(C)c1=O	-4.4	0.7	-1.8	-12.3	0.5	-2.4	-0.8	3.0	2.79
12	COc1ccc(S(=O)(=O)N2Cc3ccccc3CC2C(=O)N2CCOCC2)cc1OC (stereo not drawn)	-0.2	-1.0	22.3	3.9	-0.8	0.0	0.3	1.0	x
13	Cc1ccc(SCC(=O)NCCN2C(=O)CSC2=O)c(C)c1	1.5	-0.6	11.1	x	1.6	-15.5	x	x	-0.16
14	O=C(CSc1nnc(COc2ccccc2)o1)N1CCN(c2ccccc2)CC1	-4.1	-3.0	16.0	-29.4	0.6	1.9	0.0	2.4	-0.064
15	CCCCC(c1nnnn1CC1CCCO1)N1CCN(c2cc(Cl)ccc2C)CC1 (stereo not drawn)	-0.2	36.3	21.0	-0.9	-0.3	-10.8	-1.6	-1.2	-1.05
16	c1csc(Cc2nc(-c3ccc(-n4cccc4)cc3)no2)c1	2.2	-0.1	2.8	29.9	-0.4	-0.8	0.4	4.9	-0.128
17	CC(NC(=O)C(c1ccccc1)c1ccccc1)C(=O)O (stereo not drawn)	-0.2	-11.9	-8.8	x	-0.5	-6.3	x	x	x
18	O=C(NCc1cccs1)C1CCN(S(=O)(=O)N2CCCC2)CC1	-3.9	-11.2	9.9	-13.7	0.1	-5.0	0.3	-9.0	-0.276
19	CCNC(=O)CC1C(=O)N(c2ccccc2)C(=O)N1Cc1ccc(OC)cc1 (stereo not drawn)	-0.1	-3.9	9.6	x	0.9	0.7	x	x	0.0012
20	O=C(CSc1ccc(-c2ccccc2)nn1)N1CCOCC1	-4.4	-2.8	4.0	3.1	0.2	1.6	0.1	3.0	x
21	N#CCSc1nc2c(c(=O)n1Cc1ccco1)C1(CCCC1)Cc1ccccc1-2	-2.9	x	x	-11.8	0.1	-2.6	-3.6	x	x
22	O=S1(=O)C=CC(Sc2nc3ccccc3[nH]2)C1 (stereo not drawn)	-2.3	-13.8	12.1	-9.3	0.7	-4.2	-1.2	4.2	-0.0595
23	CNC(=O)CSc1nnc(COc2ccc(Cl)cc2)n1CCOC	0.8	-15.1	-0.4	4.2	-0.4	-5.2	0.6	2.4	0.282
24	CCn1c2ccccc2c2nc3cc(OC)c(OC)cc3nc21	4.7	6.6	25.2	-79.3	1.9	45.2*	0.9	6.0	-0.0112
25	C=CCOc1ccc(C2C(C(=O)c3ccco3)=C(O)C(=O)N2CCCN(CC)CC)cc1 (stereo not drawn)	0.6	1.8	0.9	-6.7	0.9	-2.1	-0.9	-9.7	-0.232
26	N#Cc1cc2c(nc1SCC(=O)N1CCCCC1)CCCC2	0.9	-3.9	11.8	x	-0.1	2.7	-0.5	1.3	0.948
27	COc1ccc(-c2ccc(-c3noc(-c4ccco4)n3)c(OC)n2)cc1	9.0	4.4	14.4	-11.3	0.0	-0.4	-1.4	3.1	0.931
28	Cc1ccc2c(c1)NC(=O)C(CC(=O)NCCCN1CCN(c3cc(C)ccc3C)CC1)O2 (stereo not drawn)	-1.7	47.3*	-6.4	10.1	0.9	-6.7	-0.9	5.1	-3.63
29	COc1ccccc1OCC(=O)N(Cc1nc(-c2ccccc2)no1)C1CCCCC1	-0.1	13.1	15.1	x	0.6	-7.5	0.0	-4.2	0.155
30	O=C(O)C1C2CCC(C2)C1C(=O)NCCCn1ccnc1 (stereo not drawn)	-1.7	-10.3	8.1	3.2	-0.8	-0.9	-1.1	-3.2	-0.364
31	CCCCCC1CC(CC#CCN2CCOCC2)C(=O)O1 (stereo not drawn)	1.0	x	x	16.7	0.4	-5.4	1.0	x	-1.2
32	COc1ccc(N2CCCn3c2nc2c3c(=O)n(CCc3ccccc3)c(=O)n2C)cc1	0.7	-5.4	1.0	2.1	0.6	-3.8	-0.5	6.4	-2.78*
33	Cc1ccc(N(CC(=O)NC2CCCC2)C(=O)CCCC(=O)Nc2ccccn2)cc1C	-0.9	-11.9	11.4	-11.9	-0.9	4.5	0.5	-2.1	-0.581
34	COc1ccc(NC(=O)CSc2nnc(Cc3cccn3C)n2-c2ccc(F)cc2)cc1	1.5	-0.5	2.3	-11.0	-0.6	20.9	-0.8	0.2	-0.372
35	Cc1nc(=O)c(-c2ccccc2)c(C)n1CCCO	-2.6	-0.6	13.3	-34.8	-1.3	-7.0	1.7	-8.9	0.0968
36	CCn1c(CNc2ccccc2Cl)nnc1SCCN1CCCCC1	-3.9	8.2	7.2	5.1	0.9	0.4	0.6	-0.7	-1.15
37	O=C(CSc1nnc(-c2ccc(Br)cc2)o1)Nc1cccc2ccccc12	-1.0	-3.8	8.3	-0.4	0.2	-5.6	-1.3	2.2	-0.886
38	O=C(O)c1c(-c2ccccc2)c2oc3ccccc3c2[nH]c1=O	-3.2	4.8	12.1	-72.7	0.3	3.5	-0.8	-3.9	-1.44
39	O=C(COc1ccc(Br)cc1)N1CCCCCC1	-2.6	-7.9	-1.0	-28.6	0.3	-1.6	-0.4	8.0	0.839
40	O=C(c1cnsn1)N1CCN(c2ccccn2)CC1	-2.6	7.8	3.1	3.0	-0.7	0.7	0.0	-4.8	-1.15
41	O=C(COc1ccc(S(=O)(=O)N2CCOCC2)cc1)Nc1ccc2c(c1)OCCO2	0.9	-3.2	13.0	x	-0.9	-4.3	0.1	-1.6	0.256
42	COc1ccccc1S(=O)(=O)Cc1ccc(C(=O)N2CCN(c3ccccn3)CC2)o1	2.2	-20.7	10.3	-9.6	0.3	-0.9	-0.7	-0.8	-0.0445
43	CCc1nnc(NC(=O)CSc2nnc(-c3ccc(OC)cc3)n2C)s1	1.0	-6.1	3.5	-13.8	0.1	-2.2	0.3	-9.1	-0.908
44	COc1ccc(C2C(C#N)=C(N)OC3=C2C(=O)CCC3)c(OC)c1OC (stereo not drawn)	-2.2	0.3	12.9	14.6	-0.7	4.3	-0.6	-8.0	0.258
45	CSC1=C(C#N)C(c2ccc(C)cc2)C2=C(CCCC2=O)N1 (stereo not drawn)	-2.2	-9.2	12.7	-8.2	0.4	-15.1	0.3	8.9	0.378
46	Cc1cccc2cc(C(c3nnnn3Cc3ccccc3)N3CCN(C)CC3)c(=O)[nH]c12 (stereo not drawn)	-0.8	6.7	3.4	5.7	-0.7	12.9	-0.3	-6.5	-0.187
47	C=CCn1c(=N)c(C(=O)OC)cc2c(=O)n3cccc(C)c3nc21	-1.4	18.4	5.2	2.6	1.0	-0.1	0.0	6.3	-0.616
48	CCOc1ccc(OCCSc2nc(C)cc(=O)[nH]2)cc1	-1.4	11.6	14.1	3.5	-0.2	4.5	-0.5	5.0	1.66
49	C[C@]12CC[C@@H]3c4ccc(O)cc4CC[C@H]3[C@@H]1CC[C@@H]2OC(=O)CCC(=O)O	0.5	x	x	-4.7	0.0	0.3	1.5	x	-0.193
50	O=C(Cn1nnc(-c2ccccc2-n2cnnn2)n1)c1ccccc1	-3.6	11.0	21.2	-5.9	3.3	5.6	0.2	-1.0	x
51	CC(=O)c1c(N)nc2n(c1=O)CCCCC2	-3.4	x	x	-20.7	0.1	-3.1	-9.5	x	x
52	CC(=O)Nc1nonc1NC(C)=O	-3.4	2.1	-1.8	14.7	0.1	-1.0	-1.3	6.2	0.382
53	Cc1cccc(-c2nnc(-c3ccccc3)o2)c1	-3.2	17.5	-28.5	1.9	-0.6	2.1	-1.4	3.8	-1.65
54	Cc1cccc(NC(=O)Cn2c(C)c(C#N)c3ccccc32)c1C	-1.3	35.3	17.1	16.0	-0.5	-1.3	-1.1	9.8	-0.359
55	Cc1c(NC(=O)C(C)N2C(=O)c3ccccc3C2=O)c(=O)n(-c2ccccc2)n1C (stereo not drawn)	-2.3	-6.1	8.7	-13.1	-0.2	-0.2	-1.3	-1.2	-0.462

High-throughput results deposited in PubChem BioAssay by several laboratories.
